MT1-MMP act inh: inhibitors of human MT1-MMP activation; P50281; GFP/RFP ratio change, % at 20 µM; HT1080 RFP-PRO-GFP cells, GFP/RFP ratio fluorescence, overnight; percent of plate control window, DMSO zero; 360,000 tested, 0.061% active;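 active means GFP/RFP ratio change of at least 30% with cell ATP level not reduced by more than half and red fluorescence within 50% of control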; further: strong numbers were not always called active
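system = RFP-PRO-GFP reporter HT1080 cells | dosing = 20 µM single dose, 1% DMSO | timing = overnight cell settling, then overnight compound exposure, 37 °C, 5% CO2 | read-out basis = GFP/RFP fluorescence ratio | controls = DMSO and RFP-L50D-GFP cell wells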
FAS TE block: FAS thioesterase (human) inhibition | P49327 | recombinant FAS-TE, OMFH fluorogenic substrate, fluorescence endpoint | inhibition, % at 15 µM | 360,000 tested, 0.67% active | AID 602261;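 active means compounds whose normalised, plate-corrected inhibition of enzyme fluorescence in the single-dose primary screen is 50% or more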;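 further: 0% = DMSO with enzyme and 100% = substrate without enzyme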
Rin1 Abl inh: blocks binding of human Rin1 to Abl | P00519+Q13671 | inhibition, % at 7.35 µM | TR-FRET Rin1/Abl binding, biochemical | 360,000 tested, 0.4% active | AID 588664; in the data active means inhibition above about 5%, passing the limit was not always enough
NRP1-CendR mod: NRP-1/CendR interaction modulation; O14786; FAM-RPARPAR peptide binding to NRP-1, fluorescence polarization; inhibition, % at 25 µM; 360,000 tested, 0.85% active; AID 602438;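 active means inhibition or corrected inhibition above about 18%, plus a signal ratio from 0.5 to 1.5, limit read from the data, passing the limit was not always enough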; further: strong numbers were not always called active
SKN-1 block: C. elegans SKN-1 inhibition. C. elegans VP596 Pgst-4::GFP/RFP ratio, acrylamide-induced, 24 h. inhibition, % at 21.8 µM. 360,000 tested, 0.49% active. AID 624304;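 active means interference check ratio from 0.5 to 1.5 plus GFP to RFP signal ratio inhibition reaching or exceeding a fixed threshold, cut at about 30% in these data, passing the limit was not always enough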; further: some compounds called inactive have numbers as strong as hits
Neddylation inh: cullin neddylation inhibition; P61081+Q13564; TR-FRET cullin neddylation, biochemical; calls only at 25 µM; 360,000 tested, 0.58% active; AID 651699; in the data active means inhibition above about 36%
Target sequence (P61081 whole entry, looked up): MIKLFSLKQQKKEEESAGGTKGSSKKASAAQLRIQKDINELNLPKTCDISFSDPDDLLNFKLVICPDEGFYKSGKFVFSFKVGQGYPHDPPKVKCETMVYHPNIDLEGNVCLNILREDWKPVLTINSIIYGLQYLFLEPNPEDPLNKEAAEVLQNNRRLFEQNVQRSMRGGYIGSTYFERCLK
Target sequence (Q13564 whole entry, looked up): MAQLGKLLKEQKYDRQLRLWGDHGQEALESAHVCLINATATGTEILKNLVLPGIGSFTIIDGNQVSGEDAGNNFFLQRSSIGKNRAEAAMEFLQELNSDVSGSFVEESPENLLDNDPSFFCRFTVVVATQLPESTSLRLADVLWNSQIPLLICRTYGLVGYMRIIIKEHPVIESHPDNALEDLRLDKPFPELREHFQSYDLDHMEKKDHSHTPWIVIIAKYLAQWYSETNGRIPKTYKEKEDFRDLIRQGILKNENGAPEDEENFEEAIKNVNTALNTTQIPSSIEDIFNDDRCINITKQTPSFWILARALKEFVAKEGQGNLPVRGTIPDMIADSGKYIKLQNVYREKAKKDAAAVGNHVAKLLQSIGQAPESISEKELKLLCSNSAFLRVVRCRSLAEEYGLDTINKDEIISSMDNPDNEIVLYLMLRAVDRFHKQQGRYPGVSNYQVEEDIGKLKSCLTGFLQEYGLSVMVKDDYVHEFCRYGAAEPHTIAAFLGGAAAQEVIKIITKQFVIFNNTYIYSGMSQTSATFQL
bovine MsrA act: activates bovine MsrA enzyme | purified bovine MsrA, absorbance read-out | activation, % at 10.6 µM | 360,000 tested, 0.3% active | AID 602163; in the data active means activation above about 7.5%;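 further: 0% = vehicle and 100% = reference activator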
E coli Lon inh: E. coli protease La inhibition | 360,000 tested, 0.42% active | inhibition, % at 7.94 µM | purified E. coli Lon protease, fluorescence polarization | P0A9M0; in the data active means inhibition above about 13%, passing the limit was not always enough;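 further: 0% = enzyme with probe and DMSO and 100% = no enzyme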
MsrA inhibitor: bovine MsrA inhibition; purified bovine MsrA, absorbance read-out; inhibition, % at 15.5 µM; 360,000 tested, 0.75% active; AID 651718; in the data active means inhibition above about 4.5%;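 further: 0% = vehicle wells with enzyme and 100% = reference inhibitor wells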
An asterisk follows results filed as active; i = inactive; . = not tested or not shown.

The first 17 records, ahead of the listing:
SMILES	MT1-MMP act inh	FAS TE block	Rin1 Abl inh	NRP1-CendR mod	SKN-1 block	Neddylation inh	bovine MsrA act	E coli Lon inh	MsrA inhibitor
CC(OC(=O)c1cccc(S(=O)(=O)N2CCCC2)c1)C(=O)c1ccccc1 (configuration not stated)	0	21	-1	10	-2	i	-5	-1	1.2
COC(=O)c1cc(COc2ccc3oc(C)c(C(=O)OC)c3c2)c(C)o1	1	25	1	-5	9	i	-2	-5	0.9
COc1ccc(C)cc1NC(=O)C1CCCN(S(=O)(=O)c2ccc3c(c2)CCCN3C(C)=O)C1 (configuration not stated)	1	6	-2	14	4	i	-2	4	0.9
CSc1nc2nc(-c3ccccc3)cc(C(F)(F)F)n2n1	-4	2	-2	1	-5	.	-3	1	2.1
CCc1ccc(S(=O)(=O)Nc2ccc(O)c3c(=O)cc(-c4ccccc4Cl)oc23)cc1	3	36	5	3	-14	i	-10	0	2.8
COc1ccc(C(=O)NCc2nnc(SCC(=O)Nc3ccc4c(c3)OCO4)o2)cc1	-2	-8	-3	1	-2	i	-4	-13	0.1
Cc1ccc(C#N)c(SCc2ccccc2F)n1	3	37	-1	8	-6	i	-1	4	0.4
CCC(=O)Nc1ccc(C(=O)Nc2ccc3c(c2)C(=O)N(CC2CCCO2)C3=O)cc1 (configuration not stated)	2	-24	0	1	-7	.	0	2	0.4
COc1ccc(CCN2CC(C(=O)OCc3ccccc3Cl)CC2=O)cc1OC (configuration not stated)	-6	-6	4	-8	4	i	-6	1	-0.4
CCCCC(=O)Nc1cccc(-c2cn3ccccc3n2)c1	9	-4	-1	-4	-1	i	-2	-2	1.5
CC(=O)Nc1ncc(Sc2ccc([N+](=O)[O-])cc2)s1	9	8	-1	5	1	i	-1	-1	-0.5
COc1ccc(S(=O)(=O)N2CCOC2CNC(=O)C(=O)NCc2ccncc2)cc1OC (configuration not stated)	-1	-5	2	4	14	i	-7	-7	0.1
O=C(CC(C(=O)O)c1ccc(Cl)cc1)c1ccc(Cl)c(Cl)c1 (configuration not stated)	0	80*	3	3	-5	i	2	6	0.9
OCCN(Cc1nc(-c2ccc3c(c2)OCO3)no1)Cc1cccs1	1	2	0	4	-3	i	-4	1	-1.3
C/C=C(\C)C(=O)NCCN1C2=NC[C@@H](C)N2C[C@@H]1Cc1ccc(OC)cc1	2	-10	-1	-4	-4	i	-1	-1	-0.4
COc1ccc(CCN(C)C2CCCN(C(=O)c3sccc3C)C2)cc1OC (configuration not stated)	-2	-4	5	-6	1	i	-7	-3	-0.7
N#CCCN1CCCc2cc(N=Nc3ccc(C(F)(F)F)cc3)ccc21	32*	33	0	3	8	i	-4	3	0.2

The listing, repeating the preview:
SMILES	MT1-MMP act inh	FAS TE block	Rin1 Abl inh	NRP1-CendR mod	SKN-1 block	Neddylation inh	bovine MsrA act	E coli Lon inh	MsrA inhibitor
CC(OC(=O)c1cccc(S(=O)(=O)N2CCCC2)c1)C(=O)c1ccccc1 (configuration not stated)	0	21	-1	10	-2	i	-5	-1	1.2
COC(=O)c1cc(COc2ccc3oc(C)c(C(=O)OC)c3c2)c(C)o1	1	25	1	-5	9	i	-2	-5	0.9
COc1ccc(C)cc1NC(=O)C1CCCN(S(=O)(=O)c2ccc3c(c2)CCCN3C(C)=O)C1 (configuration not stated)	1	6	-2	14	4	i	-2	4	0.9
CSc1nc2nc(-c3ccccc3)cc(C(F)(F)F)n2n1	-4	2	-2	1	-5	.	-3	1	2.1
CCc1ccc(S(=O)(=O)Nc2ccc(O)c3c(=O)cc(-c4ccccc4Cl)oc23)cc1	3	36	5	3	-14	i	-10	0	2.8
COc1ccc(C(=O)NCc2nnc(SCC(=O)Nc3ccc4c(c3)OCO4)o2)cc1	-2	-8	-3	1	-2	i	-4	-13	0.1
Cc1ccc(C#N)c(SCc2ccccc2F)n1	3	37	-1	8	-6	i	-1	4	0.4
CCC(=O)Nc1ccc(C(=O)Nc2ccc3c(c2)C(=O)N(CC2CCCO2)C3=O)cc1 (configuration not stated)	2	-24	0	1	-7	.	0	2	0.4
COc1ccc(CCN2CC(C(=O)OCc3ccccc3Cl)CC2=O)cc1OC (configuration not stated)	-6	-6	4	-8	4	i	-6	1	-0.4
CCCCC(=O)Nc1cccc(-c2cn3ccccc3n2)c1	9	-4	-1	-4	-1	i	-2	-2	1.5
CC(=O)Nc1ncc(Sc2ccc([N+](=O)[O-])cc2)s1	9	8	-1	5	1	i	-1	-1	-0.5
COc1ccc(S(=O)(=O)N2CCOC2CNC(=O)C(=O)NCc2ccncc2)cc1OC (configuration not stated)	-1	-5	2	4	14	i	-7	-7	0.1
O=C(CC(C(=O)O)c1ccc(Cl)cc1)c1ccc(Cl)c(Cl)c1 (configuration not stated)	0	80*	3	3	-5	i	2	6	0.9
OCCN(Cc1nc(-c2ccc3c(c2)OCO3)no1)Cc1cccs1	1	2	0	4	-3	i	-4	1	-1.3
C/C=C(\C)C(=O)NCCN1C2=NC[C@@H](C)N2C[C@@H]1Cc1ccc(OC)cc1	2	-10	-1	-4	-4	i	-1	-1	-0.4
COc1ccc(CCN(C)C2CCCN(C(=O)c3sccc3C)C2)cc1OC (configuration not stated)	-2	-4	5	-6	1	i	-7	-3	-0.7
N#CCCN1CCCc2cc(N=Nc3ccc(C(F)(F)F)cc3)ccc21	32*	33	0	3	8	i	-4	3	0.2
CC(=O)c1ccc(N2CCN(S(=O)(=O)c3ccc4c(c3)C(Cl)(Cl)C(=O)N4)CC2)cc1	-1	4	-3	-16	-2	i	-3	-2	3.4
CN(Cc1ccccc1)S(=O)(=O)c1ccc(Cl)c(C(=O)NCCc2ccccn2)c1	-2	-1	-10	12	-3	i	-2	7	0.5
Cc1cc2c(C)ccc(C)c2nc1SCC(=O)c1cccs1	-17	17	2	-3	-18	i	-5	-17	2.1
CCOC(=O)C(/C(C)=N/NC(=O)C1CC1c1ccccc1)C(C)C (configuration not stated)	-4	-6	0	6	0	i	-7	5	-1.8
O=C(O)C1CC=CCC1C(=O)Nc1cc(Cl)ccc1Cl (configuration not stated)	-1	-6	4	-2	33	i	-2	-1	-0.6
CCOc1ccc(NC(=O)c2ccc3c(c2)OCCO3)cc1S(=O)(=O)N(CC)CC	3	21	3	3	5	i	-2	-4	0.6
COc1ccccc1OCc1nnc(SCC(=O)N2CCCCC2)n1-c1ccccc1	1	-4	-1	18	-22	i	0	-2	0.4
Nc1c(/C=C2\C=Nc3ccccc32)c(=O)nc2sc(CC(=O)N3CCOCC3)nn12	0	-8	2	-5	-4	i	-3	-29	1.7
COCCNC(=O)C1c2ccccc2C(=O)N(CCOC)C1c1ccc(F)cc1 (configuration not stated)	7	-9	0	11	0	i	-1	-12	0.3
Cc1cc(N/C(=N\S(=O)(=O)c2ccc(Cl)cc2)c2ccc(F)cc2)no1	-1	1	4	6	6	i	-2	-6	0.3
CC(Oc1ccc2c(-c3ccccc3)cc(=O)oc2c1)C(=O)O (configuration not stated)	2	-7	-1	2	4	i	-5	-10	3.0
CCOC(=O)CNC(=O)CSc1nnc(NC(=O)c2ccccc2Cl)s1	-4	-3	3	-9	-3	i	-1	-4	-0.3
CCCCOc1ccc(-c2ncc(C(=O)OCC)c(N)n2)cc1	-1	16	4	6	5	i	-5	1	0.4
CC(=O)Nc1ccc(C2=CC(=O)CC(C)(C)C2)cc1	0	-8	0	-1	-2	i	-3	-14	4.5
N=c1n(CC(=O)c2ccc([N+](=O)[O-])cc2)c2ccccc2n1Cc1ccccc1Cl	-6	10	2	-5	0	i	-14	1	-0.8
COc1ccc(OC)c(NC(=O)c2ccc3c(c2)C(=O)N(c2ccc(OC(C)=O)cc2)C3=O)c1	-2	-2	-1	12	-13	i	0	-7	-1.5
COc1ccc2[nH]c(=O)c(CN(Cc3nnnn3CCc3ccccc3)CC3CCCO3)cc2c1 (configuration not stated)	-1	-4	-4	-2	6	.	-3	1	0.2
CCc1cccc(NC(=O)[C@@H]2CCCN2C2=NS(=O)(=O)c3ccccc32)c1	2	0	2	-5	6	i	3	-12	-0.9
COc1ccc(NC(=O)CCN2C(=O)/C(=C/c3ccc4c(c3)OCO4)SC2=S)cc1	-15	-1	-5	-2	7	i	-2	8	-0.8
COc1ccc(OC)c2[nH]c(=O)c(CCNC(C)=O)cc12	2	-2	-2	-11	12	i	0	0	0.9
Cc1c(NC(=O)C(C)OC(=O)c2ccc([N+](=O)[O-])s2)c(=O)n(-c2ccccc2)n1C (configuration not stated)	3	1	1	-19	2	i	-2	-1	2.5
CCOC(=O)c1c(C)nc(C)c(C(=O)OCC)c1-c1ccco1	2	-10	-3	-14	15	i	-2	-6	-0.7
CCC(=O)N(c1nnc(SC(C)C(=O)Nc2ccc(N3CCOCC3)cc2)s1)C1CC1 (configuration not stated)	1	-5	3	5	9	i	-1	-1	1.0
OCCN1CCN(CCOc2ccccc2-c2ccccc2)CC1	4	-4	4	-19	-3	i	-8	7	0.6
O=C(Nc1ccsc1C(=O)NC1CCCCC1)c1ccccc1	5	26	-4	2	-29	i	-1	-6	1.0
N#Cc1c(-c2ccccc2)nc(SCc2cccc(C(F)(F)F)c2)[nH]c1=O	-8	26	-7	-26	10	i	-2	-6	-1.2
COCCCNC(=O)c1ccccc1C(F)(F)F	-1	-5	1	4	-5	i	-2	1	0.8
CC(=O)c1cc2c(cc1C)CCCC2(C)C	-1	2	0	-7	11	i	-1	6	-0.2
Clc1cccc(CSc2ccc(-c3cccnc3)nn2)c1	2	14	1	-11	15	i	-3	-4	-0.6
COc1nc(Oc2ccc(=O)n(C)n2)nc(N(C)C)n1	4	-4	-3	13	-3	i	2	3	-0.2
CSc1ncc(CN2CCCC(C(=O)Nc3ccc(-c4ccco4)cc3)C2)cn1 (configuration not stated)	-12	5	5	-55	4	i	-6	-30	0.5
Cc1cc(Cl)ccc1OC(C)C(=O)Nc1cccc(S(=O)(=O)N2CCOCC2)c1 (configuration not stated)	-4	19	-2	6	4	i	-4	-16	1.8
O=C(O)Cn1nc(C(F)(F)F)c2c1CCC2	0	-13	-3	-7	-4	i	-10	-11	-1.2

More entries:
SMILES	MT1-MMP act inh	FAS TE block	Rin1 Abl inh	NRP1-CendR mod	SKN-1 block	Neddylation inh	bovine MsrA act	E coli Lon inh	MsrA inhibitor
O=C(CN1N=C(c2ccc(Cl)cc2)CCC1=O)NCc1cccnc1	-1	-15	-1	-6	1	i	-2	0	-0.1
C=CCn1c(SCc2cccc3ccccc23)nnc1-c1cccnc1	4	-4	-6	-10	5	i	0	-2	0.7
COC(=O)CCNC(=O)c1nn(Cc2ccccc2)c(=O)c2ccccc12	0	-1	1	-1	19	i	0	-2	-0.3
CCCOC(=O)C(C)Sc1n[nH]c(=O)[nH]c1=O (configuration not stated)	-2	2	3	11	-4	i	-3	1	-1.8
CCOC(=O)C1CCN(C(=O)c2ccc3c(c2)NC(=O)/C(=C/c2ccccc2)S3)CC1	4	8	-4	-13	8	i	-11	-6	-0.1
CN(C)c1cccc2c1c(NS(=O)(=O)c1cn(C)cn1)nn2C	4	-5	2	13	13	i	-2	-3	-0.5
COc1cccc(CNC(=O)CCCC(=O)Nc2cccc([N+](=O)[O-])c2)c1	3	7	-4	-5	4	i	-2	0	0.5
CCN(CC)S(=O)(=O)c1csc(C(=O)NCc2ccccc2)c1	5	-5	3	2	-3	i	-8	-1	-0.1
CC1(C)Cc2c(sc3nc(SCC(=O)NCc4ccccc4)n(-c4ccccc4)c(=O)c23)CS1	-3	-2	2	-20	-7	i	-2	-15	-1.1
O=c1cc(-c2ccccc2Cl)oc2c(Br)ccc(O)c12	-2	14	0	7	12	i	0	-6	-0.7

Assay outcomes from PubChem BioAssay.
